RBBP9 inhibitor – human RBBP9 inhibitors, primary screen, biochemical, fluorescence polarization, FP-Rh probe, HTS; Serine hydrolase RBBP9 (Homo sapiens), O75884; recombinant RBBP9; inhibition, % at 7.94 µM; 220,000 tested, 0.2% active;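 active = inhibition above the campaign mean of all tested compounds plus 3 SD, cut at about 14% in these data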;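 also: plate controls were DMSO wells with RBBP9 for no effect and wells lacking RBBP9 protein for full effect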
Target sequence (O75884 whole entry, looked up): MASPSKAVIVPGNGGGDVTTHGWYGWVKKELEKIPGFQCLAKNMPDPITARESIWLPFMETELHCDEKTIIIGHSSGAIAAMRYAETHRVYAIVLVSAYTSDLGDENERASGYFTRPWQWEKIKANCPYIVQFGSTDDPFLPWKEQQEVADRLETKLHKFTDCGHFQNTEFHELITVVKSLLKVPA
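Test system: recombinant human RBBP9; Timing: 30 min then 45 min, 25 °C; Detection: fluorescence polarization; Control set: RBBP9 with DMSO as uninhibited control, no-protein wells as full inhibition; Compound dosing: one concentration, 7.94 µM nominal, 0.794% DMSO; Probe or stimulus: FP-Rh activity-based probe, 375 nM before mixing.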
Ba/F3 V617F tox – reduced viability of JAK2V617F-dependent Ba/F3 cells, primary screen, JAK2V617F inhibitor project, cell-based, Ba/F3 EpoR-JAK2V617F, luminescence | ATP luminescence | inhibition, % at 5.6 µM | 220,000 tested, 1.1% active;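 active = inhibition above the campaign mean plus 3 SD over all tested compounds, cut at about 24% in these data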;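 also: cytokine-independent growth of Ba/F3 cells driven by EpoR plus mutant JAK2; 0% = DMSO-treated cells and 100% = JAK inhibitor I control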
NPY2 pot ag – NPY-Y2 potentiators or agonists, primary screen, cell-based; Neuropeptide Y receptor type 2 (Homo sapiens), P49146; cells expressing NPY-Y2, potentiator/agonist read-out; activation, % at 3.6 µM; 220,000 tested, 0.45% active; AID 1359, 2008; in the data active = activation above about 27%;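 also: cells stimulated with NPY near EC25 plus isoproterenol at EC100; 0% = vehicle plus submaximal agonist and 100% = vehicle plus saturating agonist; some results beyond the cut were filed as inactive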
Target sequence (P49146 whole entry, looked up): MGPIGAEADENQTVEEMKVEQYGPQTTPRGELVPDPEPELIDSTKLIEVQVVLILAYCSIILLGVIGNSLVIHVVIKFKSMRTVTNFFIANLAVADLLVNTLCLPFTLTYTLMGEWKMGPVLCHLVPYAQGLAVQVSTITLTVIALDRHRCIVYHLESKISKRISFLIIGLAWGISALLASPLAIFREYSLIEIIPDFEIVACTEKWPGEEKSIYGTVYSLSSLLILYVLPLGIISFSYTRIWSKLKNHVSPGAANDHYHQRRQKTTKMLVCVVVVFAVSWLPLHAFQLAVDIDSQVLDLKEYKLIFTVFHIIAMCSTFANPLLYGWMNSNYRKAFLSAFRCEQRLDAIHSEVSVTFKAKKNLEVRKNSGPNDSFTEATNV
BaF3 parental – parental Ba/F3 cell viability inhibition, counter-screen for JAK2V617F inhibitor project, murine pro-B, CellTiter-Glo luminescence. 220,000 tested, 1.1% active. CellTiter-Glo ATP luminescence. inhibition, % at 5.6 µM;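 active = inhibition above a per-campaign cutoff, the mean inhibition of all tested compounds plus 3 SD, cut at about 27% in these data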;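 also: 0% = DMSO wells and 100% = JAK Inhibitor I control wells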
S1P4 agonist – S1P4 receptor agonists, primary screen, cell-based; Sphingosine 1-phosphate receptor 4 (Homo sapiens), O95977; 220,000 tested, 0.35% active; S1P4-expressing cell line, agonist reporter assay; activation, % at 4.98 µM; in the data active = activation above about 11%;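 also: 0% = DMSO vehicle and 100% = reference agonist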
Target sequence (O95977 whole entry, looked up): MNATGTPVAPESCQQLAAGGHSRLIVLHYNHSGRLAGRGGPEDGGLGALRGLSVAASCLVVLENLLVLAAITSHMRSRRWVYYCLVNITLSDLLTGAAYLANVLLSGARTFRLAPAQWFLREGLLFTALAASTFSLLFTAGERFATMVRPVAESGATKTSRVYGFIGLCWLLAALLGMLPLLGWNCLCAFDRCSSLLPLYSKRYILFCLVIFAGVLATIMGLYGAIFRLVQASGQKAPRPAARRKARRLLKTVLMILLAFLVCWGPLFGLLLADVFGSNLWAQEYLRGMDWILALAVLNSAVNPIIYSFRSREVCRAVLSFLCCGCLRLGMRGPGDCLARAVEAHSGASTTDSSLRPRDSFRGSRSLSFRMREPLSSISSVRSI
NPY1 pot ag – NPY-Y1 receptor potentiators or agonists, primary screen, cell-based; Neuropeptide Y receptor type 1 (Homo sapiens), P25929; NPY-Y1 expressing cells, potentiator/agonist activation; activation, % at 3.6 µM; 220,000 tested, 0.37% active; AID 1304, 2008; in the data active = activation above about 33%, passing the limit was not always enough;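 also: cells stimulated with NPY at EC10 then isoproterenol at EC100; 0% = low agonist plus stimulus and 100% = saturating agonist plus stimulus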
Runt-CBFb FRET – inhibitors of RUNX1 Runt–CBFb binding, primary screen, biochemical, FRET, Cerulean-Runt, Venus-CBFb, uHTS; Runt-related transcription factor 1 (Homo sapiens) + Core-binding factor subunit beta …; Cerulean-Runt/Venus-CBFb FRET ratio 530/480, 1 h; inhibition, % at 20 µM; 220,000 tested, 0.46% active;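 active = inhibition over about 50% at 20 µM in the single-dose screen, limit read from the data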;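 also: 0% = DMSO wells and 100% = excess unlabeled CBFb competitor control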
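Schedule: protein complex preformed 1 h, compound exposure 1 h, room temperature, dark; test system: Cerulean-labeled Runt domain protein; amount: 100 nM per protein; buffer or medium: Tris 50 mM pH 7.5, KCl, K2SO4, 0.01% BSA; read-out: loss of energy transfer signal; detection: FRET fluorescence; controls: 5 µM unlabeled CBFb as full-inhibition high control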
S1P4 antag – S1P4 receptor antagonists, primary screen, cell-based. 220,000 tested, 0.26% active. inhibition, % at 4.98 µM. S1P4-expressing cells, antagonist mode, reporter read-out. Sphingosine 1-phosphate receptor 4 (Homo sapiens), O95977; in the data active = inhibition above about 29%;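 also: 0% = wells stimulated with agonist and 100% = vehicle wells without agonist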
NPY-Y1 antag – NPY-Y1 receptor antagonists, primary screen, cell-based; 200,000 tested, 1% active; Neuropeptide Y receptor type 1 (Homo sapiens), P25929; inhibition, % at 3.6 µM; HEK293-CNG Y1 cells, membrane potential fluorescence; NPY at EC95, then isoproterenol; AID 1040, 2008;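 active = inhibition above the campaign mean inhibition of all tested compounds plus 3 SD, cut at about 20% in these data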;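 also: 0% = DMSO wells given NPY plus isoproterenol and 100% = isoproterenol alone without NPY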
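Benchmarks – high control isoproterenol alone, low control NPY with isoproterenol · Material – HEK293 Y1/CNG channel cell line · Times – dye 3 h, compound 60 min room temperature, stimulation 45 min · Probe or stimulus – NPY (25 nM), isoproterenol (1 µM), Ro 20-1724 (25 µM) · Evaluation – % inhibition of NPY effect · Signal – fluorescence, membrane potential probe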
The depositor's hits bear a star; nt = not tested or not shown.

Every second line gives: RBBP9 inhibitor | Ba/F3 V617F tox | NPY2 pot ag | BaF3 parental | S1P4 agonist | NPY1 pot ag | Runt-CBFb FRET | S1P4 antag | NPY-Y1 antag
- CCc1cc2c(=O)[nH]c(COC)nc2s1
→ 2 | -4 | 3 | 2 | 0.4 | 11 | -2 | 0 | -3
- CCOC(=O)CC(=O)Nc1cc(Cl)ccc1O
→ -9 | -2 | -5 | 2 | -1.7 | 16 | 4 | -2 | -2
- O=C(CSc1nc2ccc([N+](=O)[O-])cc2[nH]1)NC1CCCCC1
→ -3 | -3 | -1 | 4 | -1.8 | -2 | -1 | -9 | -2
- COc1ccc(/C(C)=N/NC(=O)CNC(=O)CCc2ccccc2)c(OC)c1
→ -7 | -3 | -1 | 1 | 0.3 | 11 | -1 | -5 | nt
- Cc1ccc(-n2nnc3c(=O)n(Cc4ccccc4C)cnc32)cc1
→ -2 | -3 | -12 | 0 | 0.2 | -11 | -1 | 2 | 2
- Nc1c(NCCCN2CCOCC2)c2ccccc2oc1=O
→ -4 | -3 | -7 | 4 | 0.8 | -20 | 0 | 11 | 2
- COc1cc(N/C=C2\CC(=O)NC(C)=C2C#N)cc(OC)c1OC
→ -3 | -2 | 4 | 3 | 1.7 | -1 | 14 | -17 | 3
- Cc1ccccc1NC(=S)N(Cc1ccccc1)Cc1cccnc1
→ -4 | 2 | -5 | 7 | 4.6 | 0 | 2 | -1 | 4
- O=Cc1cccn1-c1c(C(=O)O)cnn1-c1ccccc1
→ -2 | -1 | 1 | -1 | 0.5 | 5 | 3 | 3 | 1
- COc1cc(NC(=O)c2ccco2)c(OC)cc1NC(=O)CSc1nnc(-c2cccs2)n1C
→ -6 | 0 | -7 | -2 | 3.8 | 2 | -2 | -16 | -7
- COc1ccccc1/C=C/C=N/NC(=O)CCn1nnc2ccccc21
→ -4 | 0 | 7 | 6 | -1.0 | 2 | -1 | -9 | 2
- COc1cccc(-c2nnc(-c3ccccc3[N+](=O)[O-])o2)c1
→ -1 | -3 | -13 | 3 | 0.7 | -9 | 1 | -6 | nt
- Cc1ccc2nc(Nc3nc(CSc4nnc(C)s4)cc(=O)[nH]3)nc(C)c2c1
→ -4 | -3 | 6 | -1 | -1.0 | 11 | 0 | 8 | -8
- CN1CCN(C(=O)/C(=C/c2ccc(F)cc2)c2ccsc2)CC1
→ -7 | -5 | 7 | -1 | -0.5 | 19 | -1 | -12 | 5
- Cc1ccccc1CS(=O)(=O)c1cn(CC(=O)N2CCC(C)CC2)c2ccccc12
→ -8 | -2 | 4 | 4 | 1.3 | 2 | 1 | -14 | 7
- O=C1CSC(=NC(=O)c2ccccc2)N1
→ 2 | 0 | 5 | 5 | -0.7 | 11 | 2 | 3 | -1
- CCN(CC)c1ccc(/C=N/NC(=O)c2cc(C)nc3ccccc23)cc1
→ -2 | 5 | -4 | 8 | 2.8 | 12 | -4 | -5 | nt
- CNC(=S)N1N=C2c3ccccc3CCC2C1c1ccccc1Cl (configuration not stated)
→ 2 | -4 | 7 | 5 | -0.3 | 7 | 2 | -7 | nt
- CC(C)(C)c1nnc(NC(=O)c2cccs2)s1
→ -10 | 6 | 4 | 11 | -1.2 | 15 | -1 | 3 | 1
- COCCNC(=S)N1CCN(C/C=C/c2ccccc2)CC1
→ 7 | 2 | -3 | 9 | 3.1 | 6 | 0 | -3 | -2
- C#CCOCCOCCOCCNc1nc(N2CCN(C(=O)Cn3cc(CCCCN)nn3)CC2)nc(N2CCN(C(=O)Cn3cc(CCCCN)nn3)CC2)n1
→ -4 | -2 | -5 | 3 | 0.5 | -4 | 3 | -4 | -1
- O=C(Cc1c(C(=O)O)[nH]c2ccc(Cl)cc12)Nc1ccc2c(c1)OCCO2
→ -7 | -6 | -5 | -3 | 2.1 | -39 | -2 | -3 | 8
- CCOC(=O)c1sc2nc(C3CC3)cc(-c3ccc(F)cc3)c2c1N
→ -6 | 2 | 9 | 9 | -0.3 | 10 | 0 | -5 | 2
- CCc1nnc(NC(=O)CSc2nc3c(c(=O)n2CC)SC(C)C3)s1 (configuration not stated)
→ -4 | -2 | 14 | 2 | 0.2 | -3 | 2 | 7 | 0
- CO/N=C/C(C#N)=C/c1ccc(OC)cc1
→ -4 | 5 | -7 | 9 | 0.8 | -20 | 1 | 2 | -4
- CCN(CC)C(=O)c1ccc(COc2ccccc2Br)o1
→ -3 | -1 | 0 | 8 | 0.4 | 13 | -1 | -25 | 6
- OC(CN1CCCCC1)Cn1c(C(F)(F)F)nc2ccccc21 (configuration not stated)
→ 6 | -3 | 2 | 0 | -2.0 | 10 | 1 | -4 | 1
- O=C(CCS(=O)(=O)c1ccc(Br)cc1)N1CCN(c2ccccc2)CC1
→ -11 | 2 | 1 | 3 | 0.7 | -5 | 0 | -25 | 0
- O=C(Nc1cccnc1)c1ccc(-c2ccccc2)cc1
→ -7 | 1 | -12 | 3 | 0.7 | 5 | -1 | -11 | 2
- Cc1ccc(NC(=S)Nc2ccc3cn[nH]c3c2)cc1
→ -3 | 2 | 13 | 4 | -0.6 | 3 | 12 | -12 | -9
- CCN(CC)CCCNc1oc(/C=C/c2ccccc2)nc1C#N
→ 2 | -4 | -5 | 3 | 2.6 | -10 | 5 | 9 | nt
- CCOC(=O)C1=C(O)CSC1=Nc1ccc(C)cc1
→ -7 | 4 | -9 | 10 | -1.1 | 11 | -1 | -11 | 4
- O=C(CCn1c(=O)c2ccccc2n(Cc2ccccc2)c1=O)NC1CCN(Cc2ccccc2)CC1
→ 6 | -5 | -24 | 2 | 0.3 | -30 | 4 | 6 | nt
- CCCCn1c(N)c(N(CC)C(=O)c2cc(OC)cc(OC)c2)c(=O)[nH]c1=O
→ -6 | 3 | 10 | 5 | 1.4 | -1 | 0 | 4 | 0
- Cc1ccc(C(=O)NC2CCc3ccccc3C2=O)cc1 (configuration not stated)
→ 1 | 3 | 5 | 6 | 2.4 | 11 | 1 | -23 | 4
- C/C(CC(=O)Nc1cccc(Cl)c1)=N\NC(=O)Cc1ccc(Cl)cc1
→ -7 | -2 | -7 | 0 | 1.1 | 11 | -5 | -20 | 2
- Cc1ccc(-n2nc3c(c2NC(=O)c2ccc4c(c2)OCO4)CSC3)cc1
→ 4 | -1 | 4 | 6 | -1.7 | -30 | 0 | -13 | 4
- COCCNC(=S)N(Cc1cccs1)Cc1cc2cccc(C)c2[nH]c1=O
→ -7 | 3 | -8 | 6 | -1.9 | 7 | 0 | 0 | -4
- O=C1C/C(=C\c2c(F)cccc2Cl)N2CCC1CC2
→ -2 | 2 | -14 | 8 | -0.8 | -3 | -1 | -5 | -2
- CCc1nnc(NC(=O)[C@@H](NC(=O)c2ccc(OC)cc2)C(C)C)s1
→ -11 | 1 | 1 | 4 | -0.6 | 10 | 0 | 0 | 4
- CC(C)C(=O)Nc1csc(C(F)(F)F)c1-c1ccccc1
→ 1 | -4 | 19 | -2 | -1.6 | 21 | 0 | -1 | nt
- O=C(CSc1nnnn1C1CCCC1)NCc1cccs1
→ -2 | -3 | 10 | 2 | 0.0 | -4 | 1 | -1 | 4
- O=[N+]([O-])c1cc(Cl)ccc1Oc1ccc(-c2nnco2)cc1
→ -7 | 0 | -7 | 3 | 0.4 | 4 | -1 | -9 | -1
- COc1ccc(NC(=S)NCc2cccn2C)cc1
→ -2 | 1 | -5 | 6 | 3.8 | 7 | 4 | -11 | 3
- CC(=O)c1cc(-c2ccccc2)n(CCC(=O)NC2CCCCCC2)c1C
→ -8 | -3 | 11 | 1 | 0.7 | -3 | -3 | -27 | 2
- CNC(=O)c1ccc(-c2ccccc2)s1
→ -4 | 4 | -15 | 0 | -1.3 | 8 | 1 | -2 | -8
- CCCCOC(=O)CCc1c(C)n[nH]c1C
→ -7 | -2 | -14 | -1 | -0.4 | -4 | 1 | -15 | nt
- CCC(CC)c1nnc(NC(=O)[C@@H](NC(=O)c2cccc(C)c2)C(C)C)s1
→ -10 | 1 | 8 | 3 | 0.1 | 21 | -2 | -4 | 3
- CN(C)C(=O)c1cc(Cl)ccc1Sc1cc(Cl)ccc1Cl
→ -6 | 2 | -7 | 6 | -0.6 | 11 | 1 | -21 | 2
- CCCCNC(=S)NNC(=O)c1ccc2c(c1)OCO2
→ -8 | 0 | 0 | 3 | 0.1 | -24 | 2 | -11 | 7

Of the compounds above, these contain a nitro group on carbon.
Every second line gives: RBBP9 inhibitor | Ba/F3 V617F tox | NPY2 pot ag | BaF3 parental | S1P4 agonist | NPY1 pot ag | Runt-CBFb FRET | S1P4 antag | NPY-Y1 antag
- O=C(CSc1nc2ccc([N+](=O)[O-])cc2[nH]1)NC1CCCCC1
→ -3 | -3 | -1 | 4 | -1.8 | -2 | -1 | -9 | -2
- COc1cccc(-c2nnc(-c3ccccc3[N+](=O)[O-])o2)c1
→ -1 | -3 | -13 | 3 | 0.7 | -9 | 1 | -6 | nt
- O=[N+]([O-])c1cc(Cl)ccc1Oc1ccc(-c2nnco2)cc1
→ -7 | 0 | -7 | 3 | 0.4 | 4 | -1 | -9 | -1

Shown field by field: entries from further up.
O=C(CSc1nnnn1C1CCCC1)NCc1cccs1
  RBBP9 inhibitor: -2; Ba/F3 V617F tox: -3; NPY2 pot ag: 10; BaF3 parental: 2; S1P4 agonist: 0.0; NPY1 pot ag: -4; Runt-CBFb FRET: 1; S1P4 antag: -1; NPY-Y1 antag: 4

O=[N+]([O-])c1cc(Cl)ccc1Oc1ccc(-c2nnco2)cc1
  RBBP9 inhibitor: -7; Ba/F3 V617F tox: 0; NPY2 pot ag: -7; BaF3 parental: 3; S1P4 agonist: 0.4; NPY1 pot ag: 4; Runt-CBFb FRET: -1; S1P4 antag: -9; NPY-Y1 antag: -1

High-throughput results deposited in PubChem by several laboratories.
